GALK inh = inhibitors of human galactokinase; P51570; Purified GALK, Kinase-Glo residual ATP luminescence; Potency, µM (top dose mostly 57.5 µM), without a hit: at the top dose activity change, negative = inhibition, usual class: inhibitors; 0.007% of 270,000 active; AID 1868; further: potency means the concentration at half of the fitted maximal effect; on the % scale 0 is the no-effect control and ±100 the full control effect
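Kinase-Glo Plus luminescence measured ATP left after a 1 h room-temperature reaction. The reaction used 5 nM GALK, 100 uM galactose and 35 uM ATP at pH 8.0 (20 mM HEPES, 5 mM MgCl2, 60 mM NaCl, 1 mM DTT, 0.01% BSA).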
FBPA coupling cs = inhibits coupling enzyme system, counter-screen for aldolase hits | coupling enzyme system counterscreen, AmpLite Red fluorescence | activity change, negative = inhibition, % at 58.2 µM, hits read low | 0.67% of 290,000 active; in the data active means activity change below about -30%; further: on the % scale 0 is the no-effect control and ±100 the full control effect
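Coupling enzymes only (glyceraldehyde-3-phosphate) + compound, at 57.5 uM final, 10 min RT; add substrate/coupling/AmpLite Red mix, 20 min RT; fluorescence ex 525/em 598 nm. Actives flag coupling-system interference.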
a7 integrin act = integrin-mediated muscular dystrophy alleviation activation. alpha7betagal myoblasts, beta-gal FDG fluorescence, 48 h. Potency, µM (doses to about 38.3 µM), inactives show at the top dose activation, hits mostly activators. 0.064% of 350,000 active;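 further: potency means the concentration at half of the fitted maximal effect; 100% = response of the positive control SU9516; nearly all actives have a fitted effect of over 60% in size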
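alpha7betagal+/- myoblasts (passage 13, 250/well) treated 48 h at 37C with compounds at 1:260 dilution of DMSO stock. Lysed, then beta-galactosidase activity read as FDG fluorescence (ex 480/em 540) after 30 min, with pre-read for autofluorescence.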
CXXC DNA block = MLL CXXC-DNA interaction inhibition; Q03164; MLL-CXXC / FITC-HOXA9 DNA fluorescence polarization; Potency, µM (doses to about 115 µM), for the others: top-dose activity change, negative = inhibition, usual class: inhibitors; 0.037% of 290,000 active; AID 2662; active means well fitted inhibition curve with a large enough effect in the polarisation, with a control signal flat, not every such curve was filed as active; inconclusive means small, poorly fitted or top-dose-only effect, or effect the other way, or a change in a side signal; inactive means no such curve, though single readings can be large or run the other way; the % refers to the polarisation; further: potency means the concentration at half of the fitted maximal effect
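Purified MLL-CXXC (added from a 7 uM solution) was preincubated 5 min at ambient with pinned compounds in 50 mM Tris-HCl pH 7.5, 50 mM NaCl, 1 mM DTT, 0.05% BSA. Fluorescein-labeled HOX-A9 DNA (50 nM solution) followed, 30 min, then polarization read.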
MBNL1-CUG inh = inhibitors of human MBNL1 binding to CUG repeat RNA | Q9NR56 | TR-FRET MBNL1-His/biotin-(CUG)12 binding, 665/545 ratio | Potency, µM (titrated, usually from 57.5 µM), without a hit: at the highest dose activity change, negative = inhibition, most hits filed as inhibitors | 0.036% of 280,000 active | AID 2675; active means well fitted inhibition curve with a large enough effect in the signal ratio, with a control signal flat, not every such curve was filed as active; inconclusive means small, poorly fitted or top-dose-only effect, or effect the other way, or a change in a side signal; inactive means no such curve, though single readings can be large or run the other way; the % refers to the signal ratio; further: potency means the concentration at half of the fitted maximal effect; on the % scale 0 is the no-effect control and ±100 the full control effect
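TR-FRET readout: Ex 340 nm, 665/545 nm emission ratio, normalized to buffer-only (basal) and MBNL1-(CUG)12 controls. Complex of MBNL1-His with Biotin-(CUG)12, compounds 92 nM–58 uM, incubated 60 min at room temperature.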
TRPV1 agonist = agonists of human vanilloid receptor 1 (TRPV1) | TRPV1-expressing cells, Fluo-8 calcium influx, agonist mode | AID 540275 | 0.19% of 320,000 active | activation, % at 8.33 µM | Q8NER1; in the data active means activation above about 80%; inconclusive means between about 30% and that limit; further: 0% is about no effect
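TRPV1-expressing cells were cultured overnight at 35.5C and loaded with Fluo-8 calcium dye for 40 to 90 min at room temperature. After a 10 s baseline, compound was added and calcium influx was read kinetically for 3 min (ex 480/em 520 nm).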
KCNH2 3.1 inh = blocks the human KCNH2 3.1 channel isoform; U2OS KCNH2 3.1, thallium flux FluxOr; hits give low values; activity change, % (tested at about 1.8 µM); 0.95% of 340,000 active;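 active means maximum activity change below -70%; inconclusive means maximum activity change from -70% to -50%; inactive means maximum activity change above -50%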;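 further: thallium influx rate constant from kinetic fluorescence after stimulation buffer; on the % scale 0 is the no-effect control and ±100 the full control effect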
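We transduce U2OS cells with the mutant 3.1 virus, culture them overnight, load FluxOr with Red40 quencher for 45 min, then add stimulation buffer and read kinetically for 2 min to derive a normalized rate constant.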
S-ASM inh = human S-ASM enzyme inhibition; placental ASM, HMU-PC fluorogenic substrate, 60 min; Potency, µM (doses to about 57.5 µM), for inactives: top-dose activity change, negative = inhibition, hits mostly inhibitors; 0.006% of 340,000 active; further: potency means the concentration at half of the fitted maximal effect
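HMU-PC0 cleavage (9 uM final) by human placental ASM, 60 min at 37 °C following 10 min compound exposure at RT; stopped at pH 10, fluorescence Ex 386/Em 447 nm.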
hERG WT inh = inhibitors of human wildtype KCNH2 potassium channel; AID 720551; U2OS, BacMam KCNH2, thallium flux FluxOr; hits give low values; activity change, % at 1.84 µM; 0.37% of 340,000 active;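 active means maximum activity change below -70%; inconclusive means maximum activity change between -70% and -50%; inactive means maximum activity change above -50%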; further: on the % scale 0 is the no-effect control and ±100 the full control effect
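U2OS cells transduced with wild-type KCNH2 virus are loaded with FluxOr dye for 45 min, and thallium flux is measured in kinetic reads before and after stimulation buffer. Rate constants are normalized to DMSO controls.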
AT treatment = potential ataxia-telangiectasia treatment | […] A-T fibroblasts, KAP-1 phosphorylation AlphaLISA; neocarzinostatin DNA damage 30 min before lysis | Potency, µM (doses to about 57.5 µM), without a hit: at the highest dose activation, hits mostly activators | 0.19% of 320,000 active | AID 485349; further: potency means the concentration at half of the fitted maximal effect; % of control where 0% means no effect; nearly all actives have a fitted effect of over 45% in size
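hTERT-immortalized A-T patient fibroblasts ([…]), 500 cells/well in OPTI-MEM, 1% FBS, got compounds for 60 min, then NCS for 30 min at 37C. Lysates were then assayed for phospho-KAP-1 by AlphaLISA (anti-pKAP1 donor, anti-KAP1 acceptor beads), 6 hr at 25C.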
The depositor's hits bear a star; i = inactive; ? = inconclusive; nt = not tested or not shown; & = joins results of further samples; [ ] = dose if it differs, or a comment. Unless noted, the call rests on the fitted dose curve; in most records, active means well fitted curve in the direction sought with a large enough effect; inconclusive means small, poorly fitted or top-dose-only effect, or another doubt; inactive means no such curve, though single readings can be large; an effect the other way counts as inactive or inconclusive.

No.	smiles	GALK inh	FBPA coupling cs	a7 integrin act	CXXC DNA block	MBNL1-CUG inh
1	CCOC(=O)N1CCN(Cc2cn[nH]c2-c2cc3ccccc3o2)CC1	5%	-3	-5%	4%	-25%
2	C=CCN1C(=O)C(Cc2ccc(F)cc2)S/C1=N/N=C/c1cccs1 (stereo not drawn)	-1%	0	32%	19%	2%
3	CC(C)Cc1ccc(C(=O)Nc2ccc(Cc3ccncc3)cc2)o1	0%	-2	14%	0%	-1%
4	Cc1cc(-c2nnc(CCC(=O)N3CCN(Cc4cccc(F)c4)CC3)o2)c(C)o1	3%	3	0%	-7%	1%
5	CCc1ccc(-c2nnn(CCC#N)n2)cc1	0%	1	-8%	?	-2%
6	O=C(NCC(c1ccco1)N1CCCC1)c1cccc(NS(=O)(=O)c2ccc(Br)cc2)c1 (stereo not drawn)	nt	nt	0%	nt	nt
7	COc1ccc(OC)c(NC(=O)c2ccccc2NS(=O)(=O)c2cccc3cccnc23)c1	2%	1	13%	-8%	-3%
8	Cc1cc(C(=O)CSc2nc3ccc(Cl)cc3[nH]2)c(C)n1Cc1ccco1	nt	nt	-42%	nt	nt

No.	TRPV1 agonist	KCNH2 3.1 inh	S-ASM inh	hERG WT inh	AT treatment
1	1	1	1%	3	2%
2	1	-13	-11%	1	7%
3	?	-11	0%	-8	11%
4	0	8	1%	0	-4%[11.5 µM]
5	1	12	-1%	i	-7%
6	-2	-4	8%	-14	6%
7	-1	-7	2%	-21	nt
8	nt	4	-5%	-13	nt

Continuation.
No.	smiles	GALK inh	FBPA coupling cs	a7 integrin act	CXXC DNA block	MBNL1-CUG inh
9	CCOC(=O)C1=NNC(C(=O)c2ccccc2)C1c1ccc(OC)cc1 (stereo not drawn)	nt	nt	-12%	nt	nt
10	COc1ccc(CN(CC(=O)NCc2ccc(F)cc2)C(=O)CCC(=O)Nc2ccccn2)cc1	12%	4	5%	4%	-1%
11	COCc1cc(=O)[nH]c(-c2ccc(C(F)(F)F)cc2)n1	-3%	3	19%	2%	nt
12	Cc1c(C)[n+](=O)c(-c2ccco2)c(C)n1[O-]	-3%	-5	4%	9%	?
13	NS(=O)(=O)c1ccc(CCNS(=O)(=O)c2cccc3nsnc23)cc1	0%	0	31%	5%	?
14	Cc1ccsc1/C=N/NC(=O)CNC(=O)c1ccco1	-1%	4	17%	5%	21%
15	O=C(CCc1ccc(S(=O)(=O)NC2CCCCC2)cc1)NCc1ccc(Cl)cc1	-8%	0	16%	6%	-2%
16	COc1ccc(N2C(=O)c3ccc(C(=O)OC(C)C)cc3C2=O)cc1	-2%	1	-55%[inhibitor]	-2%	5%

No.	TRPV1 agonist	KCNH2 3.1 inh	S-ASM inh	hERG WT inh	AT treatment
9	nt	-5	-4%	0	nt
10	2	-17	48%	26	-3%
11	-3	0	6%	3	1%
12	-4	-47	0%	1	-8%
13	1	23	-2%	-22	0%
14	-2	-14	3%	-1	3%
15	2	-7	1%	-13	-3%
16	-7	9	-4%	-10	1%

Further structures follow.
No.	smiles	GALK inh	FBPA coupling cs	a7 integrin act	CXXC DNA block	MBNL1-CUG inh
17	COC(=O)C1=C(C)N(Cc2ccccc2)C(=NCCc2cccnc2)N[C@H]1c1ccccc1	nt	2&1	-5%	21%&7%	3%&5%
18	Cc1ccc(NC(=O)NCCCl)cc1S(=O)(=O)N1CCOCC1	-3%	-1	0%	0%	-1%
19	CCOC(=O)c1c(C)nc(C)c(C(=O)OCC)c1-c1ccco1	0%	1	-31%	-4%	3%
20	CCOC(=O)C1=CNS(=O)(=O)NC1c1ccc(OC(C)=O)cc1 (stereo not drawn)	nt	nt	24%	nt	nt
21	CCCN1C(=O)c2ccccc2NC1c1ccc(Cl)cc1 (stereo not drawn)	10%	3	27%	7%	2%
22	COc1ccc(Cn2c(-c3ccc(OC)cc3)n[nH]c2=S)cc1	-1%	3	15%	18%	-4%
23	CCOC(=O)CC1CCCCN1Cc1nc(-c2ccc(F)c(OC)c2)oc1C (stereo not drawn)	0%	0	-25%	-8%	-7%
24	CCc1ccc(NC(=O)CN2CCN(c3ccc(OC)cc3)CC2)cc1	nt	nt	20%	nt	nt

No.	TRPV1 agonist	KCNH2 3.1 inh	S-ASM inh	hERG WT inh	AT treatment
17	6&2	-40	1%	19	-13%&-6%
18	0	7	3%	-2	4%
19	15	3	0%	-3	-9%
20	nt	3	36%[activator]	-6	nt
21	8	-1	110%[activator]	1	5%
22	0	-8	-20%	0	-4%
23	16	nt	2%	3	4%
24	nt	-5	-3%	-1	nt

(list continues)
No.	smiles	GALK inh	FBPA coupling cs	a7 integrin act	CXXC DNA block	MBNL1-CUG inh
25	CCCOc1ccc(C(=O)NCC(C)(C)N2CCOCC2)cc1	-1%	-2	-6%	5%	-1%
26	Cc1ccc(S(=O)(=O)N2CCN(CC(=O)N(CC(C)C)c3c(N)n(CC(C)C)c(=O)[nH]c3=O)CC2)c(C)c1	-3%	-1	12%	2%	-2%
27	Cc1cccc(C(=O)OCC(=O)N(C)CC(=O)Nc2ccc(Cl)c(C(F)(F)F)c2)c1	nt	nt	-10%	nt	nt
28	CSCC[C@H](NC(=O)NCc1cccs1)C(=O)O	0%	-3	3%	0%	-5%
29	CC(C)(C)OC(=O)N1CCCC1C(=O)NCCc1ccccc1 (stereo not drawn)	-1%	3	13%	13%	-7%
30	C/C(N)=C(/C#N)C(=O)COC(=O)C(c1ccccc1)c1ccccc1	2%	5	-11%	-10%	nt
31	CCn1cc(C(=O)N[C@@H](C)C(=O)NCCO)c(=O)c2cc3c(cc21)OCO3	2%	-3	2%	-5%	3%
32	CCC(C)c1ccccc1NC(=O)COc1ccc(-n2cnnn2)cc1 (stereo not drawn)	nt	nt	25%	nt	nt

No.	TRPV1 agonist	KCNH2 3.1 inh	S-ASM inh	hERG WT inh	AT treatment
25	2	22	-2%	2	-12%
26	-1	3	40%[activator]	-2	1%
27	4	-8	-24%	22	6%
28	-5	4	1%	2	4%
29	2	1	-6%	-2	9%
30	-8	6	-1%	18	9%
31	-3	11	4%	3	-2%
32	-1	-29	2%	-7	-1%

Structures listed so far with a Cl atom (5):
No.	smiles	GALK inh	FBPA coupling cs	a7 integrin act	CXXC DNA block	MBNL1-CUG inh
8	Cc1cc(C(=O)CSc2nc3ccc(Cl)cc3[nH]2)c(C)n1Cc1ccco1	nt	nt	-42%	nt	nt
15	O=C(CCc1ccc(S(=O)(=O)NC2CCCCC2)cc1)NCc1ccc(Cl)cc1	-8%	0	16%	6%	-2%
18	Cc1ccc(NC(=O)NCCCl)cc1S(=O)(=O)N1CCOCC1	-3%	-1	0%	0%	-1%
21	CCCN1C(=O)c2ccccc2NC1c1ccc(Cl)cc1 (stereo not drawn)	10%	3	27%	7%	2%
27	Cc1cccc(C(=O)OCC(=O)N(C)CC(=O)Nc2ccc(Cl)c(C(F)(F)F)c2)c1	nt	nt	-10%	nt	nt

No.	TRPV1 agonist	KCNH2 3.1 inh	S-ASM inh	hERG WT inh	AT treatment
8	nt	4	-5%	-13	nt
15	2	-7	1%	-13	-3%
18	0	7	3%	-2	4%
21	8	-1	110%[activator]	1	5%
27	4	-8	-24%	22	6%

More compounds.
No.	smiles	GALK inh	FBPA coupling cs	a7 integrin act	CXXC DNA block	MBNL1-CUG inh
33	CCn1c(=O)c(C(=O)Nc2ccccc2C)c(O)c2ccccc21	-3%	1	9%	-1%	-8%
34	O=C(Nc1ccc(Oc2cccnc2)cc1)c1ccccc1Cl	-4%	-1	10µM*	1%	-8%
35	Cc1cc(OC(=O)c2ccccc2Br)c([N+](=O)[O-])c(=O)[nH]1	nt	4	-1%	1%	4%
36	COc1cc(O)c(CC=C(C)C)c(O)c1C(=O)CCc1ccc(O)cc1	-6%	-3	-34%	-2%	-3%
37	CCOC(=O)C1(Cc2ccc(OC)cc2)CCN(C(=O)c2cc(C)nn2C)CC1	-4%	nt	-1%	7%	-6%
38	CN(Cc1ccccc1)S(=O)(=O)c1ccc(N2CCCC2=O)cc1	nt	nt	?	nt	nt
39	CCN(C(=O)COc1ccc(C)nc1[N+](=O)[O-])C1CCS(=O)(=O)C1 (stereo not drawn)	0%	1	20%	12%	nt
40	Cc1ccc2cc(/C=N/NC(=O)[C@@H]3CCCN3)c(Cl)nc2c1	-3%	0	-19%	1%	?

No.	TRPV1 agonist	KCNH2 3.1 inh	S-ASM inh	hERG WT inh	AT treatment
33	4	14	21%	8	2%
34	11	12	8%	i	-1%
35	2	-7	-3%	6	0%
36	5	-9	-18%	-10	0%
37	-1	4	-3%	-2	9%
38	17	13	1%	-8	0%
39	0	2	4%	-5	1%
40	0	9	1%	-1	-11%
